# PLK1 PBD inh: qHTS for Inhibitors of PLK1-PDB (polo-like kinase 1 - polo-box domain): Primary Screen; Serine/threonine-protein kinase PLK1 (Homo sapiens), P53350; Plk1 PBD binding of FITC phosphopeptide, fluorescence polarization; Potency, µM, inactives show max response, negative = inhibition, hits mostly inhibitors; 360,000 tested, 2.8% active; AID 720504, 2013; further: potency means the concentration at half of the fitted maximal effect; series mostly up to about 57 µM; on the % scale 0 is the no-effect control and ±100 the full control effect; nearly all actives have a fitted effect of over 65% in size
# Target sequence (P53350 whole entry, looked up, the tested form may be a part): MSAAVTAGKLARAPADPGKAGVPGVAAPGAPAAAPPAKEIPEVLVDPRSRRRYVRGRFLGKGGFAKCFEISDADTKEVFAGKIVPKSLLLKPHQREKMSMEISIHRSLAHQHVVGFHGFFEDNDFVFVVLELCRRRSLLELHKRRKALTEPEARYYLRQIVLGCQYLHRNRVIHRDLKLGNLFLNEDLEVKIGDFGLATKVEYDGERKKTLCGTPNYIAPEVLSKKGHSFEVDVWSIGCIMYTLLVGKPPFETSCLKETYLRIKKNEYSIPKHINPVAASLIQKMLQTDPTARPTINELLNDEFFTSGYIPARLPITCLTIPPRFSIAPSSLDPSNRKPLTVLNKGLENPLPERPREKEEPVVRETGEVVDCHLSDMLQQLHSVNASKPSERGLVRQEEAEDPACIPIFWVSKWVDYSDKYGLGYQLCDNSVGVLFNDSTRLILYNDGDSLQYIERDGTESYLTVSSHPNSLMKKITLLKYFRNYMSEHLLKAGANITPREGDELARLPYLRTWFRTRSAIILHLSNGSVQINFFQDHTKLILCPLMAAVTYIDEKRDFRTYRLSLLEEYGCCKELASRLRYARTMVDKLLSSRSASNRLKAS
# PI5P4K alpha inh: qHTS for Inhibitors of phosphatidylinositol 5-phosphate 4-kinase (PI5P4K); max response, %; PI5P4Kalpha enzyme, ADP-Glo luminescence, 60 min; active compounds read low; Phosphatidylinositol 5-phosphate 4-kinase type-2 alpha (Homo sapiens), P48426; 330,000 tested, 1.2% active; active means max response of -50% or lower; inconclusive means between -30% and -50%; inactive means -30% or higher; further: value at the top dose of about 77 µM; on the % scale 0 is the no-effect control and ±100 the full control effect
# Target sequence (P48426 whole entry, looked up): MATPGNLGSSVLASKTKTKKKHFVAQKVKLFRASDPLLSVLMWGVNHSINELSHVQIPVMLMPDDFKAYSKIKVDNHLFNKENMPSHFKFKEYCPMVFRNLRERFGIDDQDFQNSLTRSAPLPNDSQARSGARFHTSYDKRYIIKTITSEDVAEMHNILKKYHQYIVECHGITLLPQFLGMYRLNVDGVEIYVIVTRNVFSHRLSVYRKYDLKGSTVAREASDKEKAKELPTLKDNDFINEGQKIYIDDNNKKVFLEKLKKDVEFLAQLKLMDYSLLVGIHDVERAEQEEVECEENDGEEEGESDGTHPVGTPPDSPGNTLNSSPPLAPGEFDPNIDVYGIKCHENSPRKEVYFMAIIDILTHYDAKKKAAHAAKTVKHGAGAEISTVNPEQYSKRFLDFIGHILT
#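 Compounds were pin-transferred onto PI5P4Kalpha and substrate in HEPES pH 7.4 buffer with EGTA, CHAPS and 5% DMSO. ATP (5 microM final) started the reaction, which ran 60 minutes at room temperature before ADP-Glo detection.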
# aSyn yeast inh: qHTS of alpha-syn Inhibitors. Yeast expressing alpha-synuclein, growth rescue, BacTiter-Glo, 24 h. Potency, µM (titrated, usually from 46.1 µM), inactives show at the highest dose growth rescue (activation), usual class: activators. 370,000 tested, 0.14% active; further: potency means the concentration at half of the fitted maximal effect; % of control where 0% means no effect; nearly all actives have a fitted effect of over 65% in size
#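 Rescue of yeast growth: cells expressing toxic alpha-synuclein, induced in galactose at OD600 0.02, incubated with compound 24 h at 30 C. ATP luminescence quantified growth; inhibitors of toxicity appear as activators.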
# Abeta rescue: qHTS for compounds that reverse cellular toxicity of Amyloid beta (A-beta) peptide in yeast: Primary Screen. yeast expressing A-beta42, growth rescue, OD600, 48 h; response scale: 0% DMSO, 100% iron-clioquinol control. Potency, µM (titrated, usually from 46.1 µM), for inactives: at the highest dose growth rescue, most hits filed as activators. 410,000 tested, 0.063% active. AID 1347071, 2019; further: potency means the concentration at half of the fitted maximal effect; nearly all actives have a fitted effect of over 55% in size
#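 Growth rescue measured by 600 nm absorbance after 48 h yeast culture at 30 C with compound. Values normalized between DMSO and an equimolar ferric chloride plus clioquinol control.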
# FUS suppressor: qHTS for Suppressors of FUS Proteinopathy: Primary screen using FUS-linked yeast assay. Potency, µM (titrated, usually from 76.6 µM), without a hit: at the top dose growth rescue (activation), actives largely listed as activators. 390,000 tested, 0.24% active. S. cerevisiae FUS-expressing, growth rescue, OD600, 24 h;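 further: potency means the concentration at half of the fitted maximal effect; plate controls were DMSO vehicle for no effect and reference control for full effect; nearly all actives have a fitted effect of over 55% in size; some results filed as inactive show a strong effect at the top dose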
#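 S. cerevisiae expressing FUS from galactose induction served as the toxicity model. Growth after 24hr at 30C, read as absorbance at 600 nm, indicates suppression of toxicity; compounds dosed at several concentrations.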
# IL-2 act: qHTS of IL-2 Activators. IL-2 activation reporter assay, cell-based qHTS; stimulated with anti-CD3/CD4/CD28 beads; in transgenic mouse T cells. 360,000 tested, 0.065% active. activation, % (series mostly up to about 46 µM); in the data active means activation above about 50%; inconclusive means mostly about 30% to 49%; further: 0% is about no effect
#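 Screening format: compound pinned onto unstimulated transgenic mouse T cells, 60 min incubation, then anti-CD3/anti-CD4/anti-CD28 bead stimulation for 18 hours at 37 degrees C, followed by EGFP and DsRed detection.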
# EPAC1 ag: qHTS for Agonist of cAMP-regulated guanine nucleotide exchange factor 3 (EPAC1): primary screen; 360,000 tested, 0.073% active; Potency, µM (doses to about 154 µM), for the others: at the top dose activation, hits mostly activators; EPAC1 agonist qHTS, biochemical assay; response scale: 100% = response to 6.5 mM cAMP; AID 720707, 2013; further: potency means the concentration at half of the fitted maximal effect; nearly all actives have a fitted effect of over 60% in size
#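 Compounds were pinned as a concentration titration into mixtures of EPAC1 (100 nM), BODIPY-GDP-loaded Rap1B (250 nM) and GDP (50 uM). After 5 min at room temperature, fluorescence was followed for 30 min; activity was scaled to 6.5 mM cAMP.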
# EPAC1 antagonist: qHTS for Antagonist of cAMP-regulated guanine nucleotide exchange factor 3 (EPAC1): primary screen. 360,000 tested, 0.14% active. Rap guanine nucleotide exchange factor 3 (Homo sapiens), O95398. Potency, µM (top dose mostly 115 µM), inactives show at the highest dose activity change, negative = inhibition, actives largely listed as inhibitors. EPAC1 GEF assay, Rap1b-BODIPY-GDP exchange fluorescence;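 further: potency means the concentration at half of the fitted maximal effect; plate controls were vehicle for no effect and positive control for full effect; nearly all actives have a fitted effect of over 50% in size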
# WRN helicase inh: qHTS for Inhibitors of WRN Helicase; WRN helicase unwinding, fluorescent forked duplex, kinetic; Potency, µM (highest dose often 114 µM), without a hit: top-dose activity change, negative = inhibition, hits mostly inhibitors; 360,000 tested, 0.46% active; AID 651768, 2012; further: potency means the concentration at half of the fitted maximal effect; on the % scale 0 is the no-effect control and ±100 the full control effect; nearly all actives have a fitted effect of over 55% in size
#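 WRN at 20 nM final preincubated with compound 15 min at room temperature; reaction started with 100 nM fluorophore/quencher forked duplex oligonucleotide and 2 mM ATP final. Unwinding followed kinetically by red fluorescence (ex 525, em 598 nm).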
# Active calls of the source: *; ? = inconclusive; . = no result given; [ ] = another dose, or the depositor's remark. Unless noted, the call rests on the fitted dose curve; in most records, active means well fitted curve in the direction sought with a large enough effect; inconclusive means small, poorly fitted or top-dose-only effect, or another doubt; inactive means no such curve, though single readings can be large; an effect the other way counts as inactive or inconclusive. No enrichment for hits; 4.1% or so of the library scored in one or more.
SMILES	PLK1 PBD inh	PI5P4K alpha inh	aSyn yeast inh	Abeta rescue	FUS suppressor	IL-2 act	EPAC1 ag	EPAC1 antagonist	WRN helicase inh
O=C(c1cccs1)N(Cc1ccc(F)cc1)C1CCS(=O)(=O)C1 (stereo unspecified)	22%	7	0%	-7%	10%	-4.2	-12%	0%	4%
CC(C)COc1ccc(C(=O)NC(CC(C)C)C(=O)O)cc1 (stereo unspecified)	-6%	-3	6%	29%	12%	-0.7	7%	21%	10%
O=C(CCCn1c(=O)[nH]c2cc(Cl)ccc2c1=O)NC1CCCCCC1	-5%	.	-12%	-6%	16%	-3.2	1%	7%	10%
COc1cc(NC(=O)c2cccs2)ccc1NC(=O)c1ccco1	-16%	8	-2%	-10%	-4%	-0.4	-5%	-2%	-5%
COc1ccc(C2CC(c3ccccc3)=NN2S(=O)(=O)c2ccccc2)c(OC)c1 (stereo unspecified)	2%	-3	2%	-6%	-5%	1.0	11%	-10%	-6%
O=C1c2cccc(OCC(=O)N3CCCc4ccccc43)c2CCN1Cc1ccc(F)cc1	-12%	6	4%	-5%	33%	-2.8	18%	-16%	-9%
COc1ccc(-c2csc(NC(=O)CSc3nnnn3C)n2)cc1OC	-4%	-6	-1%	-13%	-6%	-3.4	-4%	-3%	4%
Cc1ccsc1/C=N/NC(=O)c1ccc([N+](=O)[O-])cc1	-6%	-9	-3%	-4%	6%	5.8	2%	-17%	-6%
CC(C)Nc1nnc(Sc2ccc(Cl)cc2[N+](=O)[O-])s1	-3%	17	17%	29%	.	-0.6	-15%	-9%	-2%
O=C(NCCCN1CCCC1=O)C1CCN(S(=O)(=O)c2cccc(Cl)c2Cl)CC1	-18%	-2	0%	15%	-5%	0.9	8%	-5%	0%
Cc1ccccc1Nc1nc(N)nc(CSc2nc3ccccc3c(=O)n2CCCO)n1	-3%	.	0%	11%	35%	-3.7	3%	-5%	9%
C=CC[C@@H](CC(=O)OC(C)(C)C)C(=O)OC[C@@H]1CCCN1C(=O)[C@@H](CC=C)CC(=O)N[C@H](CO)Cc1ccccc1	-16%	2	-5%	-6%	?	-3.7	-26%	10%	-1%
CCc1cccc(C)c1NC(=O)CN1CCN(S(=O)(=O)c2ccc(C(C)(C)C)cc2)CC1	6%	1	17%	11%	35µM*	0.3	2%	-14%	-3%
CCOC(=O)c1ccc(NC(=O)CCC(=O)OC)cc1	-2%	1	-13%	-2%	?	0.0	-3%	5%	-11%
O=C(CC1C(=O)NCCN1CC1CCCCC1)NC1(c2ccccc2)CC1 (stereo unspecified)	-14%	-2	-2%	-5%	2%	-0.4	1%	7%	-1%
COC(=O)c1nc(N)sc1-c1ccc(Cl)cc1	-7%	2	-11%	-31%[inhibitor]	15%	1.9	-5%	6%	-6%
COC(=O)c1ccc(N2CCc3ccccc32)c([N+](=O)[O-])c1	-10%	-15	8%	-10%	-5%	-1.6	8%	-10%	1%
COc1ccccc1CNc1n[nH]c(NCc2ccccc2OC)n1	-3%	-2	-11%	5%	11%	-2.3	-4%	2%	-1%
Cc1ccc(-c2nc(NCC3CCCO3)sc2C)cc1 (stereo unspecified)	-28%	0	11%	?	-22%	1.1	11%	2%	2%
O=C(CSCc1c(F)cccc1Cl)NNC(=S)NC1CCCCC1	-30%	2	-2%	0%	.	-5.3	2%	3%	-34%

# Pulled one by one from the list above, 2 records:
SMILES	PLK1 PBD inh	PI5P4K alpha inh	aSyn yeast inh	Abeta rescue	FUS suppressor	IL-2 act	EPAC1 ag	EPAC1 antagonist	WRN helicase inh
COc1ccc(C2CC(c3ccccc3)=NN2S(=O)(=O)c2ccccc2)c(OC)c1 (stereo unspecified)	2%	-3	2%	-6%	-5%	1.0	11%	-10%	-6%
Cc1ccsc1/C=N/NC(=O)c1ccc([N+](=O)[O-])cc1	-6%	-9	-3%	-4%	6%	5.8	2%	-17%	-6%

# The listing continues.
SMILES	PLK1 PBD inh	PI5P4K alpha inh	aSyn yeast inh	Abeta rescue	FUS suppressor	IL-2 act	EPAC1 ag	EPAC1 antagonist	WRN helicase inh
CCn1cc(CN2CCC(n3nccc3NC(=O)Cc3ccccc3)CC2)cn1	-16%	2	0%	9%	20%	-6.0	1%	-4%	-22%
COc1ccc(C(CCN(Cc2ccc(OC)c(OC)c2)C(=O)CCl)c2ccccc2)cc1 (stereo unspecified)	-8%	3	18%	-22%	.	-0.5	-1%	-9%	-17%
COc1ccccc1CN1[C@@H](CC(=O)O)c2ccccc2S1(=O)=O	-7%	0	-6%	-9%	-6%	0.2	-2%	-20%	3%
CCN(CC)c1nc2c(c(=O)[nH]c(=O)n2C)n1CCOc1ccccc1	-10%	4	-5%	12%	7%	0.1	2%	-18%	16%
NC(=O)c1oc2ccccc2c1NC(=O)CS(=O)(=O)c1ccccc1	-4%	-2	4%	2%	-14%	-0.6	8%	-23%	0%
CC(C)(C)C1c2[nH]c3ccccc3c2CCN1Cc1cccc(OCCO)c1 (stereo unspecified)	-3%	15	6%	4%	11%	-0.3	22%	-6%	-8%
O=C(CCO)c1ccc(O)cc1	-1%	-65*	1%	-62%[inhibitor]	-6%	-0.2	3%	?	28µM*
COc1ccc(C2C(C(=O)N3CCN(c4ccccc4)CC3)c3ccccc3C(=O)N2C)cc1OC (stereo unspecified)	2%	-2	2%	13%	12%	-1.9	-3%	8%	9%
CCn1c(SCC(=O)c2ccc(O)c(O)c2)nnc1-c1ccccc1OC	-4%	-17	6%	-9%	13%	1.2	-10%	?	20µM*
O=C(C[n+]1cccc2ccccc21)c1ccc(Cl)cc1	-5%	0	-6%	-2%	-15%	-4.2	1%	-28%	0%
CC(C)Oc1ccc(C(=O)Nc2ccc(N(C)C)cc2)cc1	-1%	.	-3%	0%	29%	-2.0	-3%	8%	6%
CC(=O)c1ccc(N/C=C/C(=O)c2ccc(Br)cc2)cc1	1%	-5	5%	4%	17%	-0.2	8%	11%	6%
CCC(=O)c1c(NC(C)C)cc(C)oc1=O	-1%	3	3%	-3%	-4%	0.7	1%	?	4%
Cc1cc(C)n2nc(C(=O)N3CCN(c4ccc([N+](=O)[O-])cc4)CC3)nc2n1	-1%	-4	2%	0%	31%	-1.7	-20%	-27%	4%
CC(=O)c1ccc2cccc3c2c1N=CN3C	-22%	.	-5%	-6%	-2%	8.2	11%	5%	-5%
Cc1c(C(=O)OCc2nc3ccsc3c(=O)[nH]2)oc2ccccc12	-2%	-6	-1%	3%	.	-3.9	10%	8%	-11%
O=c1c2cnn(-c3ccccc3)c2ncn1Cc1ccccc1F	-13%	-2	-7%	-8%	-13%	-0.7	-1%	4%	-1%
COc1ccccc1OC(C)C(=O)Nc1ccccc1C(=O)NCc1cccnc1 (stereo unspecified)	-7%	2	-1%	-12%	1%	3.2	-1%	9%	8%
O=C(CCn1ccc2ccccc21)Nc1ccc(N2CCOCC2)cc1	-13%	-1	0%	1%	?	-1.7	10%	0%	3%
CCCC(C)NC(=O)COc1ccc(S(=O)(=O)N2CCCC2)cc1 (stereo unspecified)	0%	10	1%	-2%	2%	0.3	-1%	-10%	2%
CCOC(=O)C1(C(F)(F)F)N=C(C(F)(F)F)Nc2ccc(F)cc21 (stereo unspecified)	-7%	8	-1%	-3%	-17%	-2.8	-13%	-28%	2%
Cc1ccc2[nH]c(C(F)(F)F)cc(=O)c2c1	3%	-2	0%	-5%	8%	5.2	-4%	10%	-5%
O=C(NCCN1CCOCC1)c1ccc(CS(=O)(=O)c2c(Cl)cccc2Cl)o1	-17%	0	0%	-4%	5%	-2.3	-13%	1%	3%
COc1ccc(NC(=O)N2CCCc3ccccc32)cc1OC	-5%	-1	1%	2%	-1%	-1.4	10%	1%	0%
CCCCNC(=S)N/N=C/c1ccccc1F	-4%	9	0%	?	-4%	-1.1	-6%	22%	-24%[57.1 µM]
CCc1cc2c(=O)c(-c3nc4ccccc4n3C)c(C)oc2cc1OC(C)=O	-19%	-12	2%	-24%	-19%	0.3	-14%	-4%	-7%
CCOC(=O)C(C)Sc1nnc(CNC(=O)c2ccc(OC)cc2)n1C1CCCCC1 (stereo unspecified)	-2%	.	1%	18%	35%	-1.9	3%	9%	11%
CCOc1ccc(Cn2nnc(-c3ccc(S(C)(=O)=O)cc3)n2)cc1OCC	-13%	0	-10%	-16%	-9%	-0.2	8%	-12%	-7%
O=C(COC(=O)c1ccc(Br)o1)NCC(=O)Nc1ccc(F)cc1	3%	1	1%	0%	-2%	0.7	2%	-5%	1%
CCOc1ccc(N=C2SCCCN2C(=O)c2c(CC)noc2C)cc1	4%	0	8%	-3%	.	-2.6	3%	6%	-19%
C[C@@H]1CN([C@@H](C)CO)S(=O)(=O)c2ccc(Br)cc2O[C@@H]1CN(C)C(=O)NC1CCCCC1	-12%	-4	?	-9%	-9%	1.5	-2%	-5%	-1%
Cc1onc(-c2ccccc2)c1C(=O)n1nnc2ccccc21	?	-5	0%	17%	-20%	-0.8	-2%	8%	4%
Cc1ccc(-n2[nH]c(C)c(C=Nc3ccc(S(=O)(=O)Nc4nccs4)cc3)c2=O)cc1C	-30%	?	-15%	-12%	?	-0.2	0%	-6%	?

# Structures listed so far that bear a hit mark in PI5P4K alpha inh:
SMILES	PLK1 PBD inh	PI5P4K alpha inh	IL-2 act	EPAC1 ag	EPAC1 antagonist	WRN helicase inh
O=C(CCO)c1ccc(O)cc1	-1%	-65*	-0.2	3%	?	28µM*
